Assay outcomes from PubChem.
ELG1 genotox: inducers of genotoxicity in HEK293T ELG1-luciferase cells; HEK293T ELG1-luciferase reporter, luminescence, 16 h; Potency, µM (doses to about 46 µM), without a hit: at the top dose activity change, positive = activation, most hits filed as activators; actives 1.3% (n = 330,000); AID 504466; further: potency means the concentration at half of the fitted maximal effect; % of control where 0% means no effect; nearly all actives have a fitted effect of over 60% in size
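Luminescence read-out: rising ELG1-luciferase signal, reflecting elevated ELG1 protein under genetic stress, flags genotoxic compounds. Cells were treated for 16 hr at 37 °C before ONE-Glo detection.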
Gal4-VP16 FLuc: inhibits Gal4-VP16 luciferase reporter, ROR gamma counter-screen. Drosophila S2 Gal4-VP16 UAS-luciferase, luminescence, 20 h. Potency, µM (series often up to 53.6 µM), for inactives: at the highest dose activity, negative = inhibition, hits mostly inhibitors. actives 3.5% (n = 310,000). AID 2546;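 further: Gal4-VP16 expression switched on by copper sulfate through the metallothionein promoter; potency means the concentration at half of the fitted maximal effect; on the % scale 0 is the no-effect control and ±100 the full control effect; nearly all actives have a fitted effect of over 50% in size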
p53 reactivation: mutant p53 re-activation in reporter cells | Potency, µM (highest dose often 92.2 µM), for inactives: top-dose activity change, positive = activation, most hits filed as activators | H1299 p53-A138V BP100-luciferase reporter, luminescence, 24 h | actives 0.063% (n = 320,000); further: potency means the concentration at half of the fitted maximal effect; % of control where 0% means no effect; nearly all actives have a fitted effect of over 45% in size
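p53-null H1299 cells stably carrying temperature-sensitive p53-A138V and a BP100-luciferase reporter were pinned with compounds (4-point, 1:5 series) and held 24 hrs at 37 deg C. Luminescence was read 10 min after detection reagent.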
Giardia killer: kills Giardia lamblia. actives 0.15% (n = 340,000). activity change, % at 7.66 µM, hits read low. AID 540267. Giardia lamblia trophozoite viability; in the data active means activity change below about -80%; inconclusive means between about -30% and that limit;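 further: parasites exposed to compound for two days anaerobically before the ATP read; on the % scale 0 is the no-effect control and ±100 the full control effect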
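Giardia trophozoites, 100 cells per well, were exposed to compounds for 48 hrs at 37 deg C under anaerobic conditions; viability was then read as ATP content by bioluminescence after 15-30 min at room temperature.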
BRCA1 expr act: BRCA1 expression activation | MCF7-BRCA1-FFLuc reporter, luminescence, 48 h; response scale: scaled: vehicle 0%, 10 µM genistein 100% | Potency, µM (titrated, usually from 46.1 µM), inactives show top-dose activation, actives largely listed as activators | actives 1.1% (n = 380,000) | AID 624202; further: potency means the concentration at half of the fitted maximal effect; nearly all actives have a fitted effect of over 80% in size; some results filed as inactive show a strong effect at the top dose
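Luminescence from a BRCA1-driven firefly luciferase in MCF7 cells was read after 48 h compound exposure at 37 C. Data normalized against DMSO and a 10microM genistein activation control, then curve-fitted across the titration.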
FLuc modulator: firefly luciferase modulation, counter-screen for miR-21 project | actives 6.9% (n = 360,000) | Potency, µM (series often up to 57.5 µM), for inactives: top-dose activity change, negative = inhibition, usual class: inhibitors | AID 588342 | purified FLuc, Km substrates, luminescence inhibition;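 further: potency means the concentration at half of the fitted maximal effect; plate controls were vehicle for no effect and reference inhibitor for full effect; nearly all actives have a fitted effect of over 55% in size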
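Purified P. pyralis luciferase, 10 nM final, with Km-level 10 uM D-luciferin and 10 uM ATP in 50 mM Tris acetate pH 7.5, 10 mM Mg acetate, 0.01% Tween-20, 0.05% BSA; 6-point qHTS titration about 60 µM downward; luminescence read.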
RORgamma inh: ROR gamma (mouse) transcription inhibition; Potency, µM (titrated, usually from 53.6 µM), for inactives: at the highest dose activity change, negative = inhibition, usual class: inhibitors; AID 2551; P51450; Drosophila S2 Gal4-RORgamma UAS-luciferase reporter, 20 h; actives 5.4% (n = 310,000); further: potency means the concentration at half of the fitted maximal effect; on the % scale 0 is the no-effect control and ±100 the full control effect; nearly all actives have a fitted effect of over 60% in size
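Luciferase reporter read in Schneider cells carrying Gal4-RORγ (mouse) and UAS-Photinus luciferase; cells given compound 1 h before 700 uM copper sulfate induction, then incubated 20 h at ambient temperature.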
PKM2 act: activators of human pyruvate kinase M2. P14618. purified PKM2, Kinase-Glo ATP luminescence, activation; response scale: 0% is enzyme alone, no compound. Potency, µM (top dose mostly 57.5 µM), without a hit: at the highest dose activation, hits mostly activators. actives 0.34% (n = 260,000). AID 1631; further: potency means the concentration at half of the fitted maximal effect; on the % scale 0 is the no-effect control and ±100 the full control effect; nearly all actives have a fitted effect of over 55% in size
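hPK-M2, >95% pure; 0.1 mM ADP / 0.5 mM PEP final; imidazole pH7.2 buffer w/ 7 mM MgCl2, 50 mM KCl; 1 h RT; Kinase-Glo lum. Intermediate enzyme activity for dual inhibitor/activator qHTS.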
Rab9 promoter act: activators of Rab9 promoter | Huh7 Rab9 promoter-luciferase reporter, luminescence, 24 h | Potency, µM (highest dose often 9.22 µM), for the others: at the highest dose activation, negative = inhibition, most hits filed as activators | actives 2.8% (n = 320,000); further: potency means the concentration at half of the fitted maximal effect; % of control where 0% means no effect; nearly all actives have a fitted effect of over 60% in size
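Cell-based reporter: Huh7 stable for Rab9 promoter-driven luciferase, plated in reduced-serum medium with 10% FBS at 1500 cells/well, compound-treated 24 h at 37 °C, luminescence read after 10 min reagent.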
NPC1 promoter act: NPC1 promoter activation | Huh7 NPC1 promoter luciferase reporter, 24 h | Potency, µM (highest dose often 9.22 µM), inactives show top-dose activation, usual class: activators | actives 2.4% (n = 320,000) | AID 485313;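 further: potency means the concentration at half of the fitted maximal effect; % of control where 0% means no effect; nearly all actives have a fitted effect of over 60% in size; reporter is driven by a mutant NPC1 promoter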
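Stable NPC1-promoter luciferase Huh7 line; cpd (DMSO) 24 h, 37 °C, 5% CO2; Amplite luciferase reagent 10 min RT; luminescence readout. qHTS format.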
Menin-MLL TR inh: inhibitors of human menin-MLL interaction, mutant MLL peptide | Menin + Texas Red MLL mutant peptide, fluorescence polarization | O00255 | actives 0.23% (n = 270,000) | AID 1768 | Potency, µM (top dose mostly 61.6 µM), for the others: at the highest dose FP activity change, negative = inhibition, usual class: inhibitors; active means well fitted inhibition curve with a large enough effect in the polarisation, with a control signal flat, not every such curve was filed as active; inconclusive means small, poorly fitted or top-dose-only effect, or effect the other way, or a change in a side signal; inactive means no such curve, though single readings can be large or run the other way; the % refers to the polarisation; further: potency means the concentration at half of the fitted maximal effect; % of control where 0% means no effect; many of its hits are not listed in these tables
Target sequence (O00255 whole entry, looked up): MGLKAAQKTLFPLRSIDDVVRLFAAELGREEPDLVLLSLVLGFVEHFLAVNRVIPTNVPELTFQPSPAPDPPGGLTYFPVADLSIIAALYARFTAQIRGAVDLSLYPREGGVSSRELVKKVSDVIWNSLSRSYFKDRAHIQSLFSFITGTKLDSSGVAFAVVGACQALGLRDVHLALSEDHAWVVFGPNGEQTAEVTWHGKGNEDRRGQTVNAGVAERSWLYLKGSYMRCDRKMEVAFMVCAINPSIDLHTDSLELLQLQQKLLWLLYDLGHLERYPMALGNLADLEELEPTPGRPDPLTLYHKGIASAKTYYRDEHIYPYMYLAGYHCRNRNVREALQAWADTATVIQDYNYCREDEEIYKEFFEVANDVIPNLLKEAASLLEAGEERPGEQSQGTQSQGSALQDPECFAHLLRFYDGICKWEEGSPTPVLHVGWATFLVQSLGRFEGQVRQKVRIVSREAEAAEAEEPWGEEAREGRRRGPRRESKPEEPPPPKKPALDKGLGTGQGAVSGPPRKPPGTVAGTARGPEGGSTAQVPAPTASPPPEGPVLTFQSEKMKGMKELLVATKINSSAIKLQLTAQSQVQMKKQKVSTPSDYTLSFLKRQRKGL
* = called active by the depositor; ? = inconclusive; . = no result given; [ ] = remark or other dose. Unless noted, the call rests on the fitted dose curve; in most records, active means well fitted curve in the direction sought with a large enough effect; inconclusive means small, poorly fitted or top-dose-only effect, or another doubt; inactive means no such curve, though single readings can be large; an effect the other way counts as inactive or inconclusive. Some of the compounds tested; the hit share may differ from the screen's.

SMILES	ELG1 genotox	Gal4-VP16 FLuc	p53 reactivation	Giardia killer	BRCA1 expr act	FLuc modulator	RORgamma inh	PKM2 act	Rab9 promoter act	NPC1 promoter act	Menin-MLL TR inh
COc1ccc(-n2cc(-c3ccccc3)c3c(N4CCN(CCO)CC4)ncnc32)cc1	-29.6%	?	?	-4.3	-15.6%	-0.7%	-43.5%	-4.9%	1.4%	5.9%	?
CCOc1ccccc1OCC(=O)NC1CCCCC1	-2.1%	11.9%	1.4%	-4.7	-4.5%[1.84 µM]	-0.5%	-10.6%	-4.7%	-0.3%	0.3%	-17.5%
O=C(N/N=C/c1cccc([N+](=O)[O-])c1)c1cc2c(ccc3ccccc32)o1	13.5%	-2.6%	-1.6%	-11.6	0.0%	-4.5%	0.9%	1.4%	-4.6%	?	52.3%[activator]
O=C(c1ccccc1)N1CCN(C(=O)N2CCOCC2)CC1	-2.9%	5.1%	-2.1%	-5.3	0.0%	1.1%	5.0%	-3.5%	-8.6%	-1.4%	-2.7%
CCOc1ccc(S(=O)(=O)N2CCCC(C(=O)N3CCOCC3)C2)cc1Cl (stereo not drawn)	-6.9%	-6.9%	-0.5%	-15.2	0.0%	-2.3%	?	1.7%	-8.9%	-0.3%	3.9%
CCNC(=O)Cn1c(=O)c2c(ncn2Cc2ccccc2)n(Cc2ccccc2)c1=O	0.6%	-3.3%	-3.7%	-3.7	12.1%	3.5%	15.4%	1.4%	0.3%	1.7%	-13.0%
C=CCOc1ccc(/C=N/NC(=O)CN(c2cc(Cl)ccc2OC)S(=O)(=O)c2ccc(C)c([N+](=O)[O-])c2)cc1	-1.3%	-16.8%	-1.2%	-3.4	-7.3%	0.0%	-11.6%	-0.1%	-5.4%	-2.0%	2.7%
O=C(N/N=C/c1c(F)c(F)c(F)c(F)c1F)c1cccc(S(=O)(=O)N2CCOCC2)c1	4.1%	-4.1%	1.2%	-4.1	-4.4%	3.3%	-26.0%	4.3%	8.8%	-4.3%	-8.7%
CC(C)CN(C(=O)CN1CCc2ccccc21)c1c(N)n(CC(C)C)c(=O)[nH]c1=O	-0.9%	0.3%	-0.5%	-6.4	-17.8%	-0.8%	-0.9%	3.3%	-3.2%	5.7%	-3.8%
NC(=O)COC(=O)c1ccc(NS(=O)(=O)c2ccc3c(c2)OCCO3)cc1	-2.4%	2.4%	-2.4%	-5.6	-1.8%	-0.9%	0.7%	?	1.9%	1.9%	.
COC(=O)c1sc(NC(=O)COC(=O)C2CCC2)c(C(=O)OC)c1C	3.9%	.	1.0%	-11.5	-2.7%	6.5%	.	.	1.1%	-1.0%	.
O=C(CCCOc1ccccc1)n1nnc2ccccc21	0.5%	-4.7%	14.9%	-17.6	2.0%	-8.4%	-11.0%	-3.3%	0.6%	2.9%	-3.7%
C#CC(CC)(CC)NC(=O)c1c(C)noc1C	4.6%	-3.0%	0.9%	3.3	1.3%	1.9%	2.7%	0.5%	-2.8%	-1.4%	8.0%
CCOc1ncccc1C(=O)Nc1ccc(-c2cn3ccsc3n2)cc1	1.3%	-1.5%	-2.6%	9.0	11.0%	2.2%	-0.6%[10 µM]	-2.9%	1.5%	-0.9%	3.7%
COC(=O)c1c(NC(=O)c2ccoc2C)sc(C)c1C	-1.0%	-7.2%	-4.6%	-9.7	-16.5%	1.8%	-1.4%	-13.7%	2.3%	-1.1%	.
CCCCn1nnnc1SCC(=O)Nc1ccc(N(C)C)cc1	0.3%	11.9%	3.3%	-5.5	0.0%	-8.7%	-27.2%	0.5%	7.6%	12.5%	-2.3%
CCN1CCN(C(=O)CS(=O)(=O)Cc2nc(-c3ccc(C)cc3)oc2C)CC1	-6.1%	-4.0%	6.2%	-16.2	-17.4%	3.7%	7.6%	-5.7%	-5.8%	2.0%	2.2%
CCOC(=O)c1cc2cc3ccccc3cc2[nH]1	?	-29.5%	?	-2.5	?	?	?	0.6%	2.51µM*	2.24µM*	?
O=C(CCC1CCCCC1)NCCN1CCOCC1	0.1%	-1.9%	.	-1.5	15.6%	2.1%	-10.6%	1.5%	-1.6%	2.4%	7.8%
Cc1ccc(NC(=O)CSc2nnc(NC(=O)CN3CCOCC3)s2)cc1	-0.1%	?	15.6%	30.6[activator]	1.7%	-4.3%	-30.0%	-16.4%	3.9%	4.0%	-1.0%
CCOc1ccc(C(=O)NNC(=O)CCNC(=O)c2ccc(Br)cc2)cc1OC	-3.4%	.	-7.7%	19.1	1.5%	1.1%	.	.	-3.3%	-1.8%	.
Nc1cc(=O)[nH]n1C1CCCCC1	-0.4%	-14.0%	0.1%	-1.3	-1.0%	-1.8%	0.0%	17.2%	0.5%	-0.4%	5.7%
CCOC(=O)CN1C(=O)Nc2ccc(Br)cc2C1c1ccccc1 (stereo not drawn)	-1.6%	2.7%	-2.9%	1.9	-28.5%	6.0%	11.3%	-1.5%	7.7%	-1.6%	-13.6%
COc1ccc(C(=O)N2CC3(C)CC2CC(C)(C)C3)cc1 (stereo not drawn)	.	-6.5%	.	18.8	17.5%	1.7%	-16.6%	-3.3%	.	.	?
CCCCOC(=O)Nc1ccc(C(=O)OCCC)cc1	?	-0.2%	10.4%	6.2	41.7%	19µM*	24.2%	-2.5%	5.9%	23.2%	2.8%
CCN(CC)S(=O)(=O)c1cc(OC)c(Cl)cc1Cl	3.3%	-7.9%	-1.1%	-19.9	-6.0%	-2.6%	-4.1%	-1.9%	10.3%	-0.5%	-12.5%
Cc1ccnc(NC(c2ccncc2)c2c(C)[nH]c3ccccc23)c1 (stereo not drawn)	-2.1%	-14.8%	?	6.2	-19.8%	0.8%	-2.3%	12.0%	-6.0%	0.3%	-5.9%
O=C(CCC1CCCC1)N=C1SC2CS(=O)(=O)CC2N1Cc1ccccc1 (stereo not drawn)	7.0%	-4.8%	2.8%	-20.1	-26.9%	1.3%	-20.4%	.	-2.8%	0.6%	42.7%[activator]
COc1ccc(N2C(=O)C(CC(=O)Nc3ccccc3)N(Cc3ccc4c(c3)OCO4)C2=O)cc1 (stereo not drawn)	-3.4%	-2.5%	0.9%	-16.2	-28.0%	-2.2%	7.4%	-21.3%	11.8%	-1.3%	14.7%
CCOC(=O)/C(C#N)=C\c1ccc(CC)s1	?	?	14.7%	-13.5	25.3%	10.7µM*	12.3%	-0.8%	-10.6%	24.7%	27.3%
Cn1c(NCc2ccccc2O)nc2ccccc21	?	6.0%	?	-9.8	?	21.3µM*	43.8%	24.0%	2.82µM*	3.98µM*	17.4%
O=C1CC(O)(C(F)(F)F)Oc2c1ccc1ccccc21 (stereo not drawn)	-0.3%	8.8%	?	-11.7	6.7%	3.4%[2.3 µM]	7.1%	2.3%	-1.7%	-2.2%	32.5%[activator]
CCOc1ccc(Br)cc1S(=O)(=O)Nc1cccc(S(=O)(=O)NC2=NCCC2)c1	0.1%	-10.0%	-6.5%	1.5	18.5%	-19.3%	34.3%	-0.3%	-7.7%	0.6%	-11.7%
COC(=O)c1ccc(CSc2nnc3n(Cc4ccccc4OC)c(=O)c4ccccc4n23)o1	-7.1%	6.3%	-3.9%	-2.6	1.0%	3.1%	11.8%	10.6%	-10.7%	1.4%	-2.5%
O=C(O)CCCN=CC1=C(O)CNC1=O	2.1%	8.2%	0.6%	-11.1	3.1%	-3.9%	3.6%	2.7%	-2.4%	-1.9%	1.5%
COc1cc(CN2CCCCCC2)cc(OC)c1OC	0.1%	-2.2%	5.1%	-3.7	-3.9%	-0.7%	-24.3%	0.7%	-1.3%	7.9%	-6.3%
N#CC(C(=O)NC1CCCCC1)=C1CCCCC1	1.9%	-5.0%	-1.1%	-16.2	-7.8%	5.5%	2.0%	-0.2%	-8.8%	-3.8%	3.3%
O=S(=O)(NCC(c1cccnc1)N1CCc2ccccc2C1)c1ccccc1 (stereo not drawn)	0.3%	-11.6%	-13.3%	-7.2	-23.7%	-0.5%	19.2%	-1.4%	-3.5%	-0.7%	-2.6%
Cc1ccc(COCCN2CCN(S(=O)(=O)c3ccccc3)CCC2=O)cc1	-2.3%	-11.3%	0.1%	-2.3	-4.5%	2.6%	1.5%	0.6%	2.2%	-9.6%	.
COc1ccc(C2CC(c3ccccc3)=NN2C(=O)COC(=O)C2CC2)cc1 (stereo not drawn)	2.5%	10.6%	-14.1%	-6.3	18.0%	0.0%	6.3%	3.5%	11.4%	-2.9%	-12.7%
